Source: PubChem
NOD2-RIPK2 inh = blocks binding of human NOD2 to RIPK2; O43353; AID 624267; inhibition, % at 4.98 µM; CHO BLA complementation NOD2-RIPK2, CCF4 ratio; hit rate 0.38% among 360,000; in the data active = inhibition above about 21%;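 note: 0% = vehicle only and 100% = reference blocker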
TLR9-MyD88 block = TLR9-MyD88 interaction inhibition; CHO BLA complementation TLR9-MyD88, CCF4 FRET ratio; inhibition, % at 4.98 µM; hit rate 0.21% among 340,000; AID 504734;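 active = inhibition above the mean over all tested compounds plus 3 SD, cut at about 21% in these data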;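 note: 0% = DMSO only wells and 100% = clavulanate BLA inhibitor control wells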
SRC3 inh = inhibitors of human steroid receptor coactivator 3 (SRC3); inhibition, % at 3.6 µM; hit rate 0.17% among 360,000; HEK293 GAL4-SRC3 luciferase reporter, luminescence; AID 588352;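 active = inhibition above a per-campaign cutoff, the mean of all compounds plus 3 SD, cut at about 60% in these data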;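 note: 0% = DMSO-treated cells and 100% = gossypol-treated cells at 36 µM; higher means less SRC3-driven luciferase light from the GAL4 reporter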
NCOA2 inhibitor = inhibits human steroid receptor coactivator 2; HEK293 GAL4-SRC2 luciferase reporter, luminescence; Q15596; inhibition, % at 9 µM; hit rate 0.17% among 370,000; AID 651957;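 active = inhibition above the mean inhibition of all tested compounds plus 3 SD, set per campaign, cut at about 52% in these data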;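 note: 0% = DMSO treated cells and 100% = cells given Gossypol at 36 µM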
ABHD5 PLIN5 PPI = inhibitors of human ABHD5-perilipin-5 interaction. inhibition, % at 4 µM. hit rate 0.78% among 360,000. Q00G26+Q8WTS1. Split G. princeps luciferase complementation, luminescence, 4 h;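 active = inhibition above the mean inhibition across every tested compound plus 3 SD, cut at about 22% in these data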;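 note: 0% = DMSO only wells and the 100% control is not disclosed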
NCOA1 inh = inhibitors of human steroid receptor coactivator 1 (SRC1); Q15788; HEK293 GAL4-SRC1 luciferase reporter, luminescence; inhibition, % at 3.6 µM; hit rate 0.12% among 360,000; AID 588354;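 active = inhibition above the campaign mean plus 3 SD, with each screening campaign given its own cutoff, cut at about 60% in these data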;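 note: 0% = DMSO treated cells and 100% = gossypol at 36 µM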
Target sequence (Q15788 whole entry, looked up, the tested form may be a part): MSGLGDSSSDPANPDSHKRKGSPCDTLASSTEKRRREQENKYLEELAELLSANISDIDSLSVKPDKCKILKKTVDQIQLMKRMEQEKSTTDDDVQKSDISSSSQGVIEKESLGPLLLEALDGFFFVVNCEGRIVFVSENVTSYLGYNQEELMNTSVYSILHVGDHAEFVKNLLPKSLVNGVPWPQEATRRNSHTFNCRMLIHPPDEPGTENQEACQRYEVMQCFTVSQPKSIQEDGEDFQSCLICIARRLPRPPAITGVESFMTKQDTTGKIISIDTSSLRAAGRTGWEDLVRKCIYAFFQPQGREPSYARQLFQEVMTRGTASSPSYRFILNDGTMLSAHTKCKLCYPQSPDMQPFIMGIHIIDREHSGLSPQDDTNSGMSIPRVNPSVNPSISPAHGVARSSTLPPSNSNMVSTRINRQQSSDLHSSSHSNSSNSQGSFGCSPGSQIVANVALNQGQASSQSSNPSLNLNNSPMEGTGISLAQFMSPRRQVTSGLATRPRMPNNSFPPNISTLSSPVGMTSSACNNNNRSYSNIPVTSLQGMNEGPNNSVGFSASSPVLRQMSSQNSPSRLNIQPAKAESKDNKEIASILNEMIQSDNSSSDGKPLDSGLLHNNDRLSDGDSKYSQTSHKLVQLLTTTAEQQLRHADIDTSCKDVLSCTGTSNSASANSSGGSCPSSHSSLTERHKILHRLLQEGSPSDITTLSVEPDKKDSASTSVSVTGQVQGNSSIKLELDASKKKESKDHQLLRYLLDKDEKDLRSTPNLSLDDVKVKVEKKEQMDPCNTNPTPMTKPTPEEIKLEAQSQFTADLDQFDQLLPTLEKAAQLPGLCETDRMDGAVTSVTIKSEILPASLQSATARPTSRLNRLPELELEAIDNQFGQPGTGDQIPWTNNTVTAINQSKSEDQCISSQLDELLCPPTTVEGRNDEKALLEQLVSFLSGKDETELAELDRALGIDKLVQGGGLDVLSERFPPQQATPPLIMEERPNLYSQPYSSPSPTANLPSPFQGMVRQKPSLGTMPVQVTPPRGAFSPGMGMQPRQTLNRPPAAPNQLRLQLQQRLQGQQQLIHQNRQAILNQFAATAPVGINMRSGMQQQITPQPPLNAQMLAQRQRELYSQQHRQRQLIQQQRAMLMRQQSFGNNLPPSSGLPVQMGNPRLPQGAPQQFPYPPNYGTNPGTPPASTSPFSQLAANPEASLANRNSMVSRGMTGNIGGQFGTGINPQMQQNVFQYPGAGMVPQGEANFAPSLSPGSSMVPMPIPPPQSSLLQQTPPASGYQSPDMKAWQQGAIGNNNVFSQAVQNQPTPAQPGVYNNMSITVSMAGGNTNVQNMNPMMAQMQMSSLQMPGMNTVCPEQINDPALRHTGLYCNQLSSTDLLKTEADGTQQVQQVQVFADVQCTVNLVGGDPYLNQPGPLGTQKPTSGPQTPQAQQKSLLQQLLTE
LRH-1 inv ag = inverse agonists of human LRH-1 (NR5A2); inhibition, % at 3.6 µM; HEK293T StAR-luciferase reporter, LRH-1 transfected, 24 h; hit rate 0.13% among 360,000; AID 602396;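 active = inhibition above the mean inhibition of all tested compounds plus 3 SD, cut at about 73% in these data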;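 note: 0% = DMSO wells and 100% = reporter-only cells lacking LRH-1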
TROY signal inh = blocks TROY-dependent signaling in reporter cells; Q293 LMP1-TROYcd NF-kB luciferase reporter, 4 h; inhibition, % at 10 µM; hit rate 0.98% among 360,000; AID 1347056;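 active = compounds whose plate-normalised and pattern-corrected inhibition of the luciferase reporter signal at the single screening dose is 50% or more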
TWEAK-Fn14 inh = TWEAK-Fn14 signaling inhibition | AID 1159606 | TWEAK-stimulated Fn14 reporter cells, luciferase luminescence, 8 h | inhibition, % at 10 µM | hit rate 2% among 360,000; in the data active = inhibition above about 50%
Granule exo inh = lytic granule exocytosis inhibition. inhibition, % at 10 µM. TALL-104 LAMP-1 surface exposure, flow cytometry; cells stimulated with thapsigargin and PMA. hit rate 0.66% among 360,000;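 active = inhibition above about 55%, limit read from the data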
NR2F2 inh = inhibitors of human COUP-TFII (NR2F2). P24468. HEK293T NGFI-A luciferase reporter, luminescence. inhibition, % at 8.6 µM. hit rate 0.7% among 370,000. AID 686940;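 active = inhibition above a per-plate cutoff, mean inhibition of test wells between control levels plus 3 SD, cut at about 38% in these data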;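 note: cells cotransfected with COUP-TFII expression vector driving the NGFI-A reporter; 0% = median of COUP-TF2 test wells and 100% = reporter-only cells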
* hit, by the source's call; . = not tested or not shown. Only part of the results is shown, so the mix of outcomes need not match the whole.

[1] Cc1cccc(C)c1OCCn1nnc2ccccc21
[2] COc1cc(OC)cc(C(=O)NCC(=O)OCC(=O)Nc2ccc(C)c(S(=O)(=O)N3CCOCC3)c2)c1
[3] COc1ccc(-c2ccc(NS(=O)(=O)c3ccc([N+](=O)[O-])cc3)cc2)nn1
[4] O=C(Nc1nc(=O)c2ccccc2s1)c1ccc(F)cc1
[5] NC(=S)N=Nc1c(O)n(CCCl)c2ccccc12

screen / no.,1,2,3,4,5
TROY signal inh,9,-17,-23,-41,6
NCOA1 inh,-17,5,-2,-46,10
SRC3 inh,-12,-18,-6,-67,3
NR2F2 inh,30,3,-33,-18,-7
TWEAK-Fn14 inh,-16,-29,-4,18,-16
Granule exo inh,-1,-7,5,2,0
LRH-1 inv ag,1,10,1,-48,9
TLR9-MyD88 block,2,-5,6,3,.
NOD2-RIPK2 inh,-5,-14,-1,-3,-5
NCOA2 inhibitor,-13,-8,10,-23,3
ABHD5 PLIN5 PPI,0,5,6,-14,-10

[6] O=C(Cc1ccc(Cl)cc1)c1c[nH]c(C(=O)NCCCn2ccnc2)c1
[7] O=C1CN(C(=O)c2ccccc2)C(c2ccccc2)c2cc(Cl)ccc2N1 (stereo unspecified)
[8] O=C(Cc1ccccc1)NC1CCSc2ccccc21 (stereo unspecified)
[9] Cc1ccc(C2=NN(C(=O)COc3ncnc4ccccc34)C(c3ccco3)C2)cc1 (stereo unspecified)
[10] CCCc1nc2c(ccc3ccccc32)cc1CC

screen / no.,6,7,8,9,10
TROY signal inh,-6,-3,-2,3,6
NCOA1 inh,13,0,-9,7,13
SRC3 inh,3,0,-1,-15,0
NR2F2 inh,14,-3,1,-24,-7
TWEAK-Fn14 inh,-31,18,-12,-54,-10
Granule exo inh,1,13,-14,3,-10
LRH-1 inv ag,-13,7,11,-5,-12
TLR9-MyD88 block,-13,-1,4,1,2
NOD2-RIPK2 inh,-6,0,7,-7,-10
NCOA2 inhibitor,-12,5,3,-1,-13
ABHD5 PLIN5 PPI,0,2,-6,0,-4

[11] O=C1CCC(c2ccccc2)=NN1
[12] CSCCC(NC(=O)c1ccccc1Cl)C(=O)Nc1ccc(C)c(S(=O)(=O)N2CCOCC2)c1 (stereo unspecified)
[13] O=C(CN1CCc2ccccc2C1)Nc1ccccc1C(=O)NC1CC1
[14] CN(C(=O)c1cc(COc2ccc(F)cc2Cl)on1)C1CCCc2ccccc21 (stereo unspecified)
[15] COCCn1c(SC2CCOC2=O)nc2ccccc2c1=O (stereo unspecified)

screen / no.,11,12,13,14,15
TROY signal inh,-7,-27,12,-13,0
NCOA1 inh,4,-20,1,1,3
SRC3 inh,2,4,-9,-1,14
NR2F2 inh,-13,17,1,19,0
TWEAK-Fn14 inh,-18,-14,-7,-23,10
Granule exo inh,-7,-7,1,57*,-1
LRH-1 inv ag,-8,0,10,-25,-11
TLR9-MyD88 block,-10,4,2,-10,-5
NOD2-RIPK2 inh,-12,5,2,1,-13
NCOA2 inhibitor,-6,-12,24,-8,-6
ABHD5 PLIN5 PPI,-5,-3,-2,-12,-5

[16] CC(=O)Nc1ccc(NC(=O)CCCSc2nc3ccccc3s2)cc1
[17] CN1C(=O)NC(c2ccc(O)cc2)C2=C1CN(c1ccc(O)cc1)C2=O (stereo unspecified)
[18] Cc1cccc(Nc2ccccc2C(=O)O)c1C
[19] CCOc1ccccc1C(=O)Nc1cccc(-c2ccc(N3CCOCC3)nn2)c1
[20] CCCCCCC1CC(C)(/C(C)=N/NC(N)=O)OC1=O (stereo unspecified)

screen / no.,16,17,18,19,20
TROY signal inh,-2,-18,1,-82,-12
NCOA1 inh,-27,4,-3,-73,-64
SRC3 inh,-14,-2,14,-37,-8
NR2F2 inh,1,9,-2,-34,-13
TWEAK-Fn14 inh,8,4,9,-26,3
Granule exo inh,-3,-3,-5,1,-5
LRH-1 inv ag,1,-15,-6,-69,-22
TLR9-MyD88 block,-5,3,2,-5,6
NOD2-RIPK2 inh,-2,-6,2,-3,1
NCOA2 inhibitor,13,5,-2,-27,1
ABHD5 PLIN5 PPI,-2,0,4,4,3

[21] CCCCN(C/C=C/c1ccccc1OC)Cc1ccccc1
[22] O=C(c1cccs1)N1C[C@@H](O)[C@H](n2cc(C3CC3)nn2)C[C@@H]1c1ccc(Cl)cc1
[23] O=S(=O)(NCCN1CCOCC1)c1cc(Cl)ccc1Cl
[24] Cc1n[nH]c(=O)c2c(NC(=O)COC(=O)Cc3c(F)cccc3Cl)oc(C)c12
[25] COCCCN(C(=S)Nc1cccc(Cl)c1)C(C)c1ccncc1 (stereo unspecified)

screen / no.,21,22,23,24,25
TROY signal inh,3,-20,11,-8,-1
NCOA1 inh,2,-14,-30,-13,-16
SRC3 inh,0,4,16,13,7
NR2F2 inh,5,3,-2,7,-10
TWEAK-Fn14 inh,7,3,-5,-6,-9
Granule exo inh,7,0,2,4,5
LRH-1 inv ag,4,5,-6,3,0
TLR9-MyD88 block,2,2,2,6,-5
NOD2-RIPK2 inh,7,-2,-3,3,2
NCOA2 inhibitor,-9,9,-22,-13,-4
ABHD5 PLIN5 PPI,0,-7,-4,4,-4

[26] CC(=O)c1ccc(Nc2nc(C(C)N)cs2)cc1 (stereo unspecified)
[27] COc1cc(NC(=S)NC(=O)CCc2ccccc2)cc(OC)c1
[28] CCOC(=O)c1c(NC(=O)CN2CCN(C(=O)c3ccco3)CC2)sc(C)c1C
[29] N#C/C(=C\c1cccnc1)C(=O)NC1CCCCC1
[30] CC(C)(C)c1cc(Cl)ccc1OCCOCCN1CCCC1

screen / no.,26,27,28,29,30
TROY signal inh,-6,1,-1,-6,-11
NCOA1 inh,-14,-15,-10,3,-3
SRC3 inh,5,2,27,25,-8
NR2F2 inh,-9,1,6,-7,-24
TWEAK-Fn14 inh,-6,8,-16,-23,-10
Granule exo inh,8,2,-13,-3,47
LRH-1 inv ag,-10,8,-7,-2,2
TLR9-MyD88 block,.,-14,-4,-3,-3
NOD2-RIPK2 inh,4,15,-8,-6,12
NCOA2 inhibitor,-1,-15,-6,-25,-1
ABHD5 PLIN5 PPI,2,-4,-4,6,5

[31] Cc1ccc(CNC(=O)C2CCCCN2S(=O)(=O)c2ccccc2)cc1 (stereo unspecified)
[32] CCCNC(=O)[C@H](C)NC(=O)c1ccc(Br)cc1
[33] COc1ccc(C(=O)Nc2nc(N3C(=O)c4ccccc4C3=O)n(-c3ccccc3)n2)cc1
[34] C=CCn1c(=S)[nH]c2scc(-c3ccco3)c2c1=O
[35] CN1CCc2c(OCC(=O)NC3CCCCC3)cccc2C1=O

screen / no.,31,32,33,34,35
TROY signal inh,1,13,-1,8,10
NCOA1 inh,19,-17,6,-17,-5
SRC3 inh,11,17,-6,10,10
NR2F2 inh,5,3,4,-3,-8
TWEAK-Fn14 inh,10,8,-2,2,-10
Granule exo inh,-5,-1,0,-2,-5
LRH-1 inv ag,5,12,-7,-13,-9
TLR9-MyD88 block,10,0,-7,-6,6
NOD2-RIPK2 inh,-7,0,0,-15,3
NCOA2 inhibitor,-21,11,-11,-6,18
ABHD5 PLIN5 PPI,7,2,-2,18,-6

[36] C=CCN1C(=O)c2ccc(C(=O)N(C)CC(=O)Nc3ccccc3Cl)cc2C1=O
[37] CC(C)C[C@H](NC(=O)N1CCn2c1nc1ccccc12)C(=O)NCC1CCCO1 (stereo partly specified)
[38] COc1ccc(CCNC(=O)C(=O)NCC2OCCN2S(=O)(=O)c2ccc(C)cc2)cc1OC (stereo unspecified)
[39] CCN(CC1COc2ccccc2O1)C(=O)c1ccc(Cl)c(S(=O)(=O)N2CC(C)OC(C)C2)c1 (stereo unspecified)
[40] CN(CC(=O)Nc1ncn[nH]1)S(=O)(=O)c1ccc(Cl)cc1

screen / no.,36,37,38,39,40
TROY signal inh,-17,-4,12,18,-6
NCOA1 inh,2,8,10,-17,11
SRC3 inh,-5,8,0,26,15
NR2F2 inh,24,-2,16,19,-7
TWEAK-Fn14 inh,10,19,25,14,5
Granule exo inh,0,3,5,1,-17
LRH-1 inv ag,-5,4,-7,2,2
TLR9-MyD88 block,-6,10,11,-1,-18
NOD2-RIPK2 inh,-5,-6,-1,-3,-7
NCOA2 inhibitor,1,-4,1,4,13
ABHD5 PLIN5 PPI,2,-1,-1,-8,5

[41] COc1ccccc1N1CCN(S(=O)(=O)c2ccc([N+](=O)[O-])cc2)CC1
[42] CCc1nccn1S(=O)(=O)c1ccc2ccc(C)cc2c1
[43] CCNC(=S)N(CCc1c(C)[nH]c2ccc(F)cc12)Cc1cccnc1
[44] O=C(Cc1ccccc1)N1CCc2[nH]nc(-c3ccccc3)c2C1
[45] CCC(=O)N1CCN(c2ccc(NC(=O)c3ccco3)cc2)CC1
[46] COc1ccc(Cl)cc1NC(=O)c1cnc2n(c1=O)CCS2
[47] COc1ccc(NC(=O)c2csc3c2CCCC3)cc1

screen / no.,41,42,43,44,45,46,47
TROY signal inh,-2,-3,6,9,-3,48,0
NCOA1 inh,3,-14,6,0,-14,2,-83
SRC3 inh,-11,2,2,8,-19,-15,-100
NR2F2 inh,-4,10,9,3,-15,-11,.
TWEAK-Fn14 inh,-24,11,8,14,1,53*,-5
Granule exo inh,9,0,28,-2,0,-1,-2
LRH-1 inv ag,15,-9,12,-26,-25,-18,-144
TLR9-MyD88 block,-9,-11,-5,-4,8,-3,-11
NOD2-RIPK2 inh,7,-7,-6,0,-4,-7,0
NCOA2 inhibitor,12,-17,14,2,-16,0,.
ABHD5 PLIN5 PPI,4,-8,8,-5,3,-3,-7

Reformatted field by field: entries from further up
43. CCNC(=S)N(CCc1c(C)[nH]c2ccc(F)cc12)Cc1cccnc1
  TROY signal inh: 6
  NCOA1 inh: 6
  SRC3 inh: 2
  NR2F2 inh: 9
  TWEAK-Fn14 inh: 8
  Granule exo inh: 28
  LRH-1 inv ag: 12
  TLR9-MyD88 block: -5
  NOD2-RIPK2 inh: -6
  NCOA2 inhibitor: 14
  ABHD5 PLIN5 PPI: 8
44. O=C(Cc1ccccc1)N1CCc2[nH]nc(-c3ccccc3)c2C1
  TROY signal inh: 9
  NCOA1 inh: 0
  SRC3 inh: 8
  NR2F2 inh: 3
  TWEAK-Fn14 inh: 14
  Granule exo inh: -2
  LRH-1 inv ag: -26
  TLR9-MyD88 block: -4
  NOD2-RIPK2 inh: 0
  NCOA2 inhibitor: 2
  ABHD5 PLIN5 PPI: -5
45. CCC(=O)N1CCN(c2ccc(NC(=O)c3ccco3)cc2)CC1
  TROY signal inh: -3
  NCOA1 inh: -14
  SRC3 inh: -19
  NR2F2 inh: -15
  TWEAK-Fn14 inh: 1
  Granule exo inh: 0
  LRH-1 inv ag: -25
  TLR9-MyD88 block: 8
  NOD2-RIPK2 inh: -4
  NCOA2 inhibitor: -16
  ABHD5 PLIN5 PPI: 3
46. COc1ccc(Cl)cc1NC(=O)c1cnc2n(c1=O)CCS2
  TROY signal inh: 48
  NCOA1 inh: 2
  SRC3 inh: -15
  NR2F2 inh: -11
  TWEAK-Fn14 inh: 53*
  Granule exo inh: -1
  LRH-1 inv ag: -18
  TLR9-MyD88 block: -3
  NOD2-RIPK2 inh: -7
  NCOA2 inhibitor: 0
  ABHD5 PLIN5 PPI: -3
